From PubChem BioAssay
S3 lipid droplet: qHTS Assay for Lipid Storage Modulators in Drosophila S3 Cells. Drosophila S3 cells, BODIPY lipid droplet fluorescence, 18-24 h; cells fed with added oleic acid. Potency in µM for hits, for the others lipid storage change, negative = inhibition, % at the top dose, mostly 46.1 µM. actives 0.64% (n = 320,000); active = well fitted inhibition curve with a large enough effect in the signal ratio, with a control signal flat, not every such curve was filed as active; inconclusive = small, poorly fitted or top-dose-only effect, or effect the other way, or a change in a side signal; the % refers to the signal ratio
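Drosophila S3 cells loaded with oleic acid (400 uM, as added) and compounds at several concentrations; lipid droplets imaged by 488-nm laser-scanning cytometry, 500–530 nm intensity and object ratio to cell channel. Percent activity normalized to 20 uM Triacsin C.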
S3 lipid droplet cell count max: further read-out of S3 lipid droplet, marked with its call; cell number change, %; measured here: cell count max response;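 cells counted by Cell Tracker Red CMTPX staining in the red channel; peak over a dose series mostly up to 46.1 µM; percent activity relative to internal control wells on each plate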
* hit, by the source's call; i = inactive; ? = inconclusive; · = no result given; & = joins results of further samples. % is set by controls: 0 for no effect and ±100 for the full control effect; potency is the fitted concentration of half-maximal effect.

SMILES	S3 lipid droplet	S3 lipid droplet cell count max
CCCCC(=O)Nc1ccc(C(=O)NNC(=S)NC(=O)c2ccccc2[N+](=O)[O-])cc1	?	·
O=C(COC(=O)CSCC(=O)N1CCCCC1)Nc1ccc(Cl)cc1	-5%	-4
COc1cccc(NC(=O)CN(C)C(=O)CNC(=O)c2ccc(Oc3ccccc3)cc2)c1	?	·
CC(c1ccccc1)C1CC(=O)N(CC(=O)O)C1=O (stereo unspecified)	?	·
Cc1ccc(C(=O)NCCc2csc(C)n2)cc1	?	·
O=C(NNc1cc(Cl)ccc1Cl)C1CCC1	10%	2
COC(=O)C1C(O)=C(C=Nc2ccc(N)cc2)C(=O)CC1(C)C (stereo unspecified)	?	·
CC1(C)CC(NC(=O)CCc2ccccc2)CC(C)(C)N1	?	·
O=C1Nc2ccccc2/C1=C\C(=O)c1ccccc1	?	·
COc1ccc(C)cc1NC(=O)CSc1nnnn1Cc1ccccc1	?	·
COc1c(C)cccc1C(=O)Nc1ccc(CN2CCOCC2)cc1	?	·
CCCCNC(=S)N(C)/N=C/c1ccc(F)cc1	?	·
O=C(CN1CCN(c2ccccc2)CC1)N1N=CCC1c1ccccc1 (stereo unspecified)	?	·
Cn1c(=O)n(CC(=O)O)c(=O)c2c1nc1n2CCS1	8%&-2%	17&11
COc1ccc(NC(=O)c2cc([N+](=O)[O-])ccc2N2CCCC2)cc1S(N)(=O)=O	?	·
CCCC1=C(C(=O)OCC)C(c2cccs2)n2ncnc2N1 (stereo unspecified)	?	·
COc1ccc(/C=N/NC(=O)c2c(C)nc3ccccn23)cc1[N+](=O)[O-]	14%	2
O=C(Nc1cccc(-c2nc3ccccc3[nH]2)c1)c1ccc(C(=O)Nc2cccc(-c3nc4ccccc4[nH]3)c2)cc1	?	·
Cc1ccc(S(=O)(=O)N2CCOCC2)cc1C(=O)OCC(=O)NCc1ccccc1	?	·
COc1ccc(C2=NOC(C(=O)Nc3cc(C)on3)C2)cc1OC (stereo unspecified)	?	·
COc1ccccc1-c1coc2c(CN3CCC(C)CC3)c(O)ccc2c1=O	i	·
Cn1c(=O)oc2cc(S(=O)(=O)NCCC(=O)Nc3ccc4c(c3)OCCO4)ccc21	i	·
O=C(c1cccs1)N1N=C(c2ccccc2)CC1c1ccccc1 (stereo unspecified)	i	·
COc1ccccc1/C=N/N1C(=O)C(CC(=O)Nc2ccc([N+](=O)[O-])cc2OC)SC1=Nc1cccc(C)c1C (stereo unspecified)	i	·
CCOc1cc(C(=O)NCCN2C(=O)S/C(=C\c3cccnc3)C2=O)cc(OCC)c1OCC	?	·
C=CCCC(=O)N1CCC(CCC(=O)NC2CC2)CC1	i	14
COc1cc(C(=O)NC(=S)Nc2ccc([N+](=O)[O-])cc2)cc(OC)c1OC	11%	-21
CCCC(=O)Oc1ccc(N(C(=O)CCC)S(=O)(=O)c2cccc([N+](=O)[O-])c2)cc1	?	·
CN(C(=O)c1ccc2c(c1)OCO2)C1CCS(=O)(=O)C1 (stereo unspecified)	?	·
O=C(O)CCC(=O)Nc1ccccc1C(=O)NCc1ccco1	6%	-1
Cc1[nH]c2ccccc2c1C(=O)C(=O)NCCCn1ccnc1	?	·
Cc1cc2cc3c(cc2nc1SCC(=O)N1CCN(C(=O)c2ccco2)CC1)OCO3	10%	-12
CC(C)[C@H](NC(=O)OCc1ccccc1)C(=O)OCC(=O)NC1(C#N)CCCC1	?	·
Cc1ccccc1C(=O)N1CCC(C(=O)Nc2ccc(S(=O)(=O)N3CCCC3)cc2)CC1	?	·
CC1(C)CC(=O)C(/C=N/n2cnc3ccccc3c2=O)=C(O)C1	i	16
Cc1cnc(NC(=O)CCCc2nc3ccccc3s2)s1	?	·
COCC(C)n1c(C)cc(C(=O)COC(=O)c2ccc3ncsc3c2)c1C (stereo unspecified)	?	·
CCc1nc2ccc(C(=O)NCCc3ccc(OC)c(OC)c3)cc2nc1CC	?	·
COc1cccc(CNC(=O)CSCC(=O)Nc2cc(C)on2)c1	?	·
O=C(CCS(=O)(=O)c1ccccc1Cl)NCCC1=CCCCC1	-11%	10
COc1ccc(/C=C/C(=O)O)cc1OC	8%	1
CCOC(=O)c1c(C)oc2ccc(O)c(CN(C)C)c12	?	·
Cc1ccc(-n2nnnc2SC(C(=O)c2c[nH]c3ccccc23)c2ccccc2)cc1 (stereo unspecified)	?	·
CC1CCCCN1C(=O)CSc1nnc(-c2ccco2)n1CC1CCCO1 (stereo unspecified)	?	·
CCNCCC(CCC(C)C)c1ccc2c(c1)OCO2 (stereo unspecified)	-14%	1
CS(=O)(=O)N1CCN(c2ccccc2NC(=O)c2ccc(Cl)cc2)CC1	i	·
Cc1ccc(C)c(C2C(=O)c3ccccc3C2=O)c1	-1%	-8
CC(O)CNC(=O)c1ccc(-c2nn(C)c(=O)c3ccccc23)cc1 (stereo unspecified)	?	·
S=C(NC1CCCCC1)NN1CCOCC1	?	·
Brc1cccc2sc(N3CCN(c4ccccc4)CC3)nc12	?	·

Arranged by molar mass (largest number first): part of the list above
SMILES	S3 lipid droplet	S3 lipid droplet cell count max
Cc1ccccc1C(=O)N1CCC(C(=O)Nc2ccc(S(=O)(=O)N3CCCC3)cc2)CC1	?	·
Cc1ccc(-n2nnnc2SC(C(=O)c2c[nH]c3ccccc23)c2ccccc2)cc1 (stereo unspecified)	?	·
CC(C)[C@H](NC(=O)OCc1ccccc1)C(=O)OCC(=O)NC1(C#N)CCCC1	?	·
CS(=O)(=O)N1CCN(c2ccccc2NC(=O)c2ccc(Cl)cc2)CC1	i	·
CCc1nc2ccc(C(=O)NCCc3ccc(OC)c(OC)c3)cc2nc1CC	?	·
CC1CCCCN1C(=O)CSc1nnc(-c2ccco2)n1CC1CCCO1 (stereo unspecified)	?	·
Brc1cccc2sc(N3CCN(c4ccccc4)CC3)nc12	?	·
COc1cccc(CNC(=O)CSCC(=O)Nc2cc(C)on2)c1	?	·
CC(O)CNC(=O)c1ccc(-c2nn(C)c(=O)c3ccccc23)cc1 (stereo unspecified)	?	·
Cc1cnc(NC(=O)CCCc2nc3ccccc3s2)s1	?	·
CC1(C)CC(=O)C(/C=N/n2cnc3ccccc3c2=O)=C(O)C1	i	16
CCOC(=O)c1c(C)oc2ccc(O)c(CN(C)C)c12	?	·
Cc1ccc(C)c(C2C(=O)c3ccccc3C2=O)c1	-1%	-8
S=C(NC1CCCCC1)NN1CCOCC1	?	·
COc1ccc(/C=C/C(=O)O)cc1OC	8%	1

(cont.)
SMILES	S3 lipid droplet	S3 lipid droplet cell count max
Nn1c(SCCOc2ccc(Cl)cc2)nnc1-c1cccnc1	21%	2
Cn1c(SCc2cccnc2)nc2c(c1=O)SCC2	?	·
COC(=O)c1ccc(CN2CCCC(C(=O)c3cc(F)ccc3OC)C2)cc1 (stereo unspecified)	3%	-13
COc1cccc(N(CC(=O)NC2CCCC2)C(=O)CCCC(=O)Nc2ccccn2)c1	?	·
Cc1noc(/C=C/N(C)C)c1S(=O)(=O)N1CCc2ccccc21	?	·
COc1cccc(-c2nc(CS(=O)(=O)CC(=O)N3CCN(c4ccccn4)CC3)c(C)o2)c1	i	·
C=CCn1c(SCC(=O)NC2CCCC2)nc2scc(-c3ccco3)c2c1=O	?	·
NS(=O)(=O)c1ccc(NC(=O)CCCCC(=O)Nc2ccc(S(N)(=O)=O)cc2)cc1	-6%	6
COc1ccc(CN(C)C(=O)c2oc3ccccc3c2CSC)cc1F	?	·
O=C(O)CCC(=O)NNC(=O)CCC(=O)NCc1ccccc1	?	·
O=C(CCC(=O)c1ccc(Cl)s1)Nc1ncccc1O	?	·
COC(=O)c1ccccc1NC(=O)Cn1c(SC)c(F)cnc1=O	?	·
COc1ccccc1NC(=O)c1ccccc1C(=O)O	15%	0
CC1CCCCC1NC(=O)c1ccco1 (stereo unspecified)	?	·
CC(OC(=O)Cn1nnc2ccccc21)C(=O)NC1CCCC1 (stereo unspecified)	i	1
CN(C)Cc1nc2ccccc2c(=O)n1CC#N	20%	·
Cc1c(Br)cc(C(=O)OC2CCN(C)CC2)c(C)c1C	?	·
O=C(CCc1nnc(C2CCCCC2)o1)N1CCN(c2ccccc2F)CC1	19%	-3
Cc1ccccc1N1CCN(CCCN2C(=O)CC(=C(c3ccccc3)c3ccccc3)C2=O)CC1	?	·
S=c1[nH]nc(-c2ccccc2)n1/N=C/c1cccc(Br)c1	-20%	-14
COc1ccccc1-c1cc(C(=O)N/N=C/c2ccc(C)s2)c2ccccc2n1	?	·
COc1ccccc1N(C(=O)c1snc(C(N)=O)c1N)C(C(=O)NCCC(C)C)c1ccco1 (stereo unspecified)	?	·
CC(OC(=O)Cc1ccsc1)C(=O)Nc1ccc(C(N)=O)cc1 (stereo unspecified)	?	·
CC1CCCN(C(=O)Nc2cccc(NC(=O)N3CCCC(C)C3C)c2)C1C (stereo unspecified)	i	11
O=C(CSc1nnc([C@@H]2CCCN2)o1)c1ccc(Cl)cc1	14%	3
COc1ccc(S(=O)(=O)N2CCCC2C(=O)Nc2ccc(O)cc2)cc1 (stereo unspecified)	?	·
CCOc1ccc(C(=O)NC2CCN(S(C)(=O)=O)CC2)cc1	?	·
Cc1nc(NC(=O)COC(=O)c2cc3c(s2)CCC(C)C3)c(Cl)cc1Cl (stereo unspecified)	?	·
CCOC(=O)c1sc(NC(=O)CCCn2nc([N+](=O)[O-])cc2C)c(C(=O)OCC)c1C	-4%	-8
Cc1cc(OCc2n[nH]c(=S)n2-c2ccccc2)ccc1Cl	i	23
Cn1c(=O)c2[nH]c(NCC3CCCO3)nc2n(-c2ccccc2)c1=O (stereo unspecified)	i	·
O=c1oc2cc(OCc3nn[nH]n3)ccc2c2c1CCCC2	?	·
CC(=O)NS(=O)(=O)c1ccc(NC(=O)CCC(=O)Oc2ccc(C)cc2)cc1	?	·
CCCCc1cc(=O)oc2cc(C)cc(OC(C)C(=O)NC(Cc3c[nH]c4ccc(O)cc34)C(=O)O)c12 (stereo unspecified)	13%	2
O=c1cc(CN2CCc3ccccc32)c2ccc(O)cc2o1	i	·
COc1ccc(NC(=O)c2cc([N+](=O)[O-])ccc2N2CCCCC2)cc1	?	·
Cc1cccc(C)c1NC(=O)C(=O)c1cn(C)c2ccccc12	8%	2
Cc1ccc(C(=O)NCCCNC(=O)c2ccco2)cc1C	?	·
O=C(CSc1nc(O)cc(=O)n1-c1ccc(Cl)c(Cl)c1)Nc1ccc(Cl)cc1Cl	?	·
CCOC(=O)C(Sc1ncn[nH]1)c1ccccc1 (stereo unspecified)	?	·
CCCN(CCC)C(=O)CP(=O)(c1ccccc1)c1ccccc1	?	·
CCOc1ccc(CN(C(=O)c2cc3ccccc3oc2=O)C2CCS(=O)(=O)C2)cc1 (stereo unspecified)	-11%	1
Cc1onc(-c2ccccc2Cl)c1C(=O)OCC(=O)Nc1cccc(S(=O)(=O)N(C)C)c1	?	·
Cc1onc(-c2ccccc2Cl)c1C(=O)N/N=C(\N)COc1ccc(Cl)cc1	?	·
COc1ccc(-c2cn3cccnc3n2)cc1NC(=O)c1cccs1	8%	17
O=C(NCc1ccccc1CN1CCCC1)c1cccc(S(=O)(=O)N2CCCC2)c1	?	·
Cc1ccnc(Nc2nc3ccccc3s2)n1	4%	11
CC(OC(=O)c1ccc(F)c(S(=O)(=O)N2CCOCC2)c1)C(=O)NC1CCCC1 (stereo unspecified)	?	·
Cc1ccc(-n2cc(-c3ccccc3)[nH]c2=O)cc1F	8%	-17
Cc1cccc(N2CCN(C(=O)C3CCC(CNS(=O)(=O)c4cccs4)CC3)CC2)c1C (stereo unspecified)	?	·

Continued.
SMILES	S3 lipid droplet	S3 lipid droplet cell count max
CC1(C)Oc2ccccc2OC1(O)c1ccc2ccccc2n1 (stereo unspecified)	18%	12
CCn1cc(/C=C/C(=O)NCc2c(C)nn(C)c2C)cn1	-1%	0
CCCNC(=O)C1CCN(c2cc(-c3ccccc3)nc3ncnn23)CC1	?	·
C=CCNC(=O)/C(C#N)=C/c1c(C)nn(-c2ccccc2)c1Cl	i	0
COc1ccc(-c2cc(C(=O)Nc3cc(C)on3)no2)cc1	11%	-11
CC1CCCN(C(=O)c2ccc(NS(=O)(=O)c3ccc4[nH]c(=O)[nH]c4c3)cc2)C1 (stereo unspecified)	?	·
O=c1[nH]c(=O)n(Cc2ccccc2)c2c1CCC2	10%	-11
CCOc1ccc(N(CC(=O)Nc2cc(OC)cc(OC)c2)S(=O)(=O)c2c(C)[nH]c(=O)[nH]c2=O)cc1	-5%	·
COc1ccc(-n2ncc3c(=O)n(CC(C)=O)cnc32)cc1	-16%	-1
CCOC(=O)c1cc(-c2ccc(OC)cc2)n[nH]1	-1%	-1
COC(=O)c1ccc(NS(=O)(=O)c2cc3c4c(c2)CCC(=O)N4CCC3)cc1	i	·
COc1ccc(CC2(CO)CCN(C(=O)NCc3ccccc3)CC2)cc1	-8%	-7
COc1ccc(Nc2nc(Cl)nc(Nc3ccc(OC)cc3OC)n2)c(OC)c1	-9%	-12
CC12CN(C(=O)c3ccccc3Br)CC(C)(CN(C(=O)c3ccccc3Br)C1)C2=O	1%	17
C#CCSc1nnc(-c2ccc(O)cc2)o1	?	·
CCOc1ncccc1C(=O)N(CC)CC(=O)NCc1ccc(F)cc1	3.7µM*	5.0*
Cc1ccc(-n2c(SCC(=O)N3CCCCC3)nc(O)c(Cc3ccccc3)c2=O)cc1	i	3
CC(C)Cc1nn2c(=O)cc(CSCC(=O)Nc3ccccc3F)nc2s1	i	0
CCNC(=S)N1CCN(CCN=CC2=C(O)CC(c3cccs3)CC2=O)CC1 (stereo unspecified)	?	·

Reprinted from above for reference:
SMILES	S3 lipid droplet	S3 lipid droplet cell count max
CCCCC(=O)Nc1ccc(C(=O)NNC(=S)NC(=O)c2ccccc2[N+](=O)[O-])cc1	?	·
O=C(COC(=O)CSCC(=O)N1CCCCC1)Nc1ccc(Cl)cc1	-5%	-4

A portion of the library; rates above refer to the full screens.
